Screening results deposited in PubChem by several laboratories.
CaV13 ICDI inh = Primary screen for inhibitors of IQ motif and Ca2+-dependent inactivation inhibitor domain binding in CACNA1D, Förster resonance energy transfer in living cells, …. inhibition, % at 12.3 µM. HEK cells, CFP/YFP FRET ICDI-IQ, plate reader, 10 min; percent FRET-ratio fall versus neutral wells. 0.098% of 340,000 active;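 active = mean replicate inhibition of at least 30% and at least 1% of replicates passing that level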;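 note: 0% = median of the neutral control wells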
m5-HT2A agonist = activates the mouse 5-HT2A serotonin receptor; activation, % at 7.6 µM; 0.66% of 360,000 active; P35363; CHO-K1 mHTR2A beta-arrestin complementation, luminescence; percent of 30 µM serotonin response;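 active = activation above a run cutoff, the mean activation of all tested compounds plus 3 SD, cut at about 14% in these data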;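 note: 0% = plate median of compound wells and 100% = 30 µM serotonin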
Target sequence (P35363 whole entry, looked up): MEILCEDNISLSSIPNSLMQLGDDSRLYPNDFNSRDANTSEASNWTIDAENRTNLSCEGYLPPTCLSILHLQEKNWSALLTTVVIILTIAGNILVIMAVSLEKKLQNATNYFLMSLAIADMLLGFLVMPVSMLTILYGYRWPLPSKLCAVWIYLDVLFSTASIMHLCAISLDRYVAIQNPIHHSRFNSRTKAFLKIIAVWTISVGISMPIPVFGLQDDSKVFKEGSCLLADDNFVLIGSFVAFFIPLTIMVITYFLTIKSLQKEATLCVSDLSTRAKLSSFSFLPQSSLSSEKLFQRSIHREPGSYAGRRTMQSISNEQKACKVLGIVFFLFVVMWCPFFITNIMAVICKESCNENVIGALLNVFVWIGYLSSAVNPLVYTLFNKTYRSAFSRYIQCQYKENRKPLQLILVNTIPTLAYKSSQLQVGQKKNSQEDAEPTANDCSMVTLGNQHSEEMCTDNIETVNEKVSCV
Glyco luc inh = N-linked glycosylation inhibition; AID 588692; reporter increase, % at 12.5 µM; D54 ERlucT glycosylation luciferase reporter, 24 h; percent of 100 nM tunicamycin response; 0.23% of 360,000 active;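 active = mean luciferase reporter signal, scaled so untreated is 0 and the glycosylation-blocking control 100, at or above a set limit in every replicate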;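 note: luciferase carries N-glycosylation sites so blocking glycosylation raises the light; 0% = median of neutral control wells and 100% = median of 100 nM tunicamycin wells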
aDG glyco act = alpha-DG glycosylation activation; 0.22% of 360,000 active; activation, % at 10 µM; AID 624168; Pro5-aDG cells, alpha-DG glycosylation AlphaScreen (IIH6); 0% Pro5, 100% B10-LARGE cell signal;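 active = activation of at least 8% versus controls, or a plate z-score of at least 8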;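 note: Pro5 are CHO cells carrying HIG-tagged alpha-DG that lacks glycosylation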
MC4R antagonist = blocks human MC4R cAMP signaling | AID 540295 | 0.48% of 360,000 active | inhibition, % at 6.5 µM | P32245 | MC4R-expressing cells, MTII-stimulated cAMP, LANCE TR-FRET;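 active = inhibition above its plate's cutoff, the mean of tested wells on that plate plus 3 SD, cut at about 29% in these data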;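 note: 0% = Melanotan II alone and 100% = Melanotan II plus saturating MCL0020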
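Assay system: U2OS-MC4R stable cell line; Also added: Melanotan II; Technique: Eu-cAMP/anti-cAMP TR-FRET, emission 671 nm; Times: 30-min compound, 1-h challenge, 1-h detection, room temperature.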
H9c2 protect = protects H9c2 cardiomyocytes from peroxide injury; H2O2 injury protection, ATPLite, 2 h; 0.63% of 360,000 active; protection from H2O2 cell death, % at 20 µM;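 active = compounds giving at least 50% protection of heart cells from peroxide-induced death in the single-dose screen, raw or plate-pattern-corrected value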;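 note: 0% = DMSO wells with peroxide and 100% = DMSO wells without peroxide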
MC4R ag barr = human MC4R agonism via beta-arrestin | 0.98% of 360,000 active | AID 540308 | P32245 | U2OS MC4R beta-arrestin complementation, luminescence; percent of melanotan II response, DMSO zero | activation, % at 8.9 µM;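 active = activation above a per-plate cutoff, the mean activation of sample wells on that plate plus 3 SD, cut at about 8% in these data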
ABCB6 inh MLPCN = human ABCB6 transporter inhibition | K562-ABCB6 porphyrin accumulation, flow cytometry, 1 h; active compounds read low | fluorescence ratio to DMSO, % at 10 µM | 0.19% of 360,000 active;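 active = fluorescence ratio to DMSO below 75%, the collection mean minus 3 SD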;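 note: signal is porphyrin accumulated inside mitochondria; 100% equals median channel fluorescence of DMSO control wells; lower ratio means ABCB6 inhibition with less porphyrin fluorescence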
PDI turbidity = inhibitors of human protein disulfide isomerase; P07237; PDI insulin aggregation turbidity, A650, 90 min; inhibition, % at 10 µM; 0.052% of 350,000 active;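 active = mean inhibition across replicates of 30% or more, whatever share of single replicates reach that level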;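 note: absorbance from insulin aggregation driven by PDI reduction with DTT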
Target sequence (P07237 whole entry, looked up): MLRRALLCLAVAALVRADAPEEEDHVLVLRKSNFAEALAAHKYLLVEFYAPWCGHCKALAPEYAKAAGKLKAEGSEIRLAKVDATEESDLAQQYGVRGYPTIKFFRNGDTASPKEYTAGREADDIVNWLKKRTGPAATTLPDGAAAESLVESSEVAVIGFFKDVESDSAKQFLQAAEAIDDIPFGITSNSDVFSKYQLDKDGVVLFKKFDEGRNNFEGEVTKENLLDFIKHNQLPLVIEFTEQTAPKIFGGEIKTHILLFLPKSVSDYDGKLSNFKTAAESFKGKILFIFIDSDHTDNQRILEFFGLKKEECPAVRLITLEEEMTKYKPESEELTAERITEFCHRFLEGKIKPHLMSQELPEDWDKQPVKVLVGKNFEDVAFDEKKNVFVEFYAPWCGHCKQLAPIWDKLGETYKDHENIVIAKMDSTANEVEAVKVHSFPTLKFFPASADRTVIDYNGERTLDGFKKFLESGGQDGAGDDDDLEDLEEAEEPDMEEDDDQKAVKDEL
Vif imaging = blocks HIV Vif function; 0.35% of 340,000 active; inhibition, % at 7.49 µM; HEK293T cells, Vif self-association by quenched fluorescence, imaging, 24 h; in the data active = inhibition above about 50%, passing the limit was not always enough; note: some results filed as inactive read as strong as hits
* marks the source's active call; other numbers are inactive results; x = no result given.

SMILES | CaV13 ICDI inh | m5-HT2A agonist | Glyco luc inh | aDG glyco act | MC4R antagonist | H9c2 protect | MC4R ag barr | ABCB6 inh MLPCN | PDI turbidity | Vif imaging
CCN(C(=O)CN1C(=O)NC(CCSC)C1=O)C1CCS(=O)(=O)C1 (stereo not drawn) | -2 | 6 | 3 | -0.1 | 4 | 9 | -2.0 | 98 | -3 | 22
c1ccc(-n2nnnc2-c2cccnc2)cc1 | 2 | 2 | 0 | -0.1 | 0 | 6 | -1.9 | 97 | 1 | 3
COc1cc(/C=C/C(=O)O)cc(S(=O)(=O)Nc2ccccc2Oc2ccccc2)c1OC | -17 | -2 | 1 | 0.0 | 5 | 2 | -0.6 | 100 | 1 | 7
Cc1ccc(NC(=O)CCC(=O)c2cccs2)c(Br)c1 | -6 | 6 | -2 | -0.1 | -1 | 8 | -2.2 | 100 | -1 | -7
CC(CNC(=O)CN1C(=O)COc2ccc(S(=O)(=O)N3CCCCC3)cc21)c1ccccc1 (stereo not drawn) | -5 | 5 | 1 | 0.6 | -3 | 9 | 0.8 | 100 | 10 | 9
COc1cccc(-c2cnc(C(O)c3cc(Cl)cc(Cl)c3)[nH]2)c1 (stereo not drawn) | -7 | -1 | 10 | 0.0 | -3 | -10 | 1.6 | 100 | -5 | x
CCN(CC)C(=O)[C@H]1C[C@H](CC(=O)NCCCN(C)C)C(=O)N2CCc3c([nH]c4ccc(Cl)cc34)[C@]12C | -6 | 2 | -5 | -0.2 | 0 | 9 | 1.6 | 99 | 2 | x
CCN(CC)CCNC(=O)c1ccc(NC(=O)c2ccccc2-c2ccc(C(F)(F)F)cc2)cc1 | -4 | -12 | -2 | 0.6 | -2 | -6 | 0.0 | 103 | -10 | 6
Cc1ccc(NC(=O)CN(c2ccccc2F)S(C)(=O)=O)cc1 | x | 1 | 1 | -0.1 | 1 | 0 | -1.1 | 101 | -1 | 24
CCc1nccn1CCC(=O)NC1CC(C)(C)Cc2c1cnn2-c1cccc(F)c1 (stereo not drawn) | -3 | -5 | x | 0.3 | -4 | 5 | -2.2 | 97 | -2 | x
CCCCN(C)CCNC(=O)c1cc2cc3ccc(OC)cc3nc2o1 | -20 | -5 | 4 | 0.4 | -4 | 5 | 0.4 | 97 | -13 | 1
O=C(CCc1ccccc1)OCC(=O)c1ccc([N+](=O)[O-])cc1 | -5 | 4 | 0 | 0.1 | 14 | -1 | 1.4 | 96 | -2 | -13
COC(=O)CSc1cc(C)nc(NC(C)=O)n1 | -5 | 1 | 0 | 0.0 | 11 | 6 | -1.0 | 101 | 0 | 2
O=C(Nc1ccccc1)C1=C[C@@H](c2ccc(Br)cc2)C[C@@H](OCCCCO)O1 | -9 | -3 | 2 | -0.2 | 3 | -3 | -0.8 | 97 | -3 | -1
O=C1c2ccccc2C(Nc2ccc(S(=O)(=O)N3CCCCC3)cc2)N1c1ccccn1 (stereo not drawn) | 0 | 9 | -5 | -0.3 | 7 | 11 | 1.6 | 98 | x | -14
CCOC(=O)[C@]12CCC=C1N(Cc1ccccc1)C(=O)[C@H](CC(=O)NCc1ccccc1)C2 | -6 | -1 | x | -0.1 | x | x | x | 102 | x | x
CCCNC(=O)/C(=C/c1cn(S(=O)(=O)N(C)C)c2ccccc12)NC(=O)c1ccc(OC)cc1 | -7 | -4 | -1 | -0.2 | 5 | 1 | -1.7 | 96 | 7 | 9
CCOc1ccccc1NC(=S)NC1CC2CCC1C2 (stereo not drawn) | x | -5 | -2 | 0.3 | 1 | -7 | -0.6 | 98 | 3 | -11
CC1CCCN(C(C(=O)NC2CCCCC2)c2cc3c(cc2[N+](=O)[O-])OCO3)C1 (stereo not drawn) | -4 | 2 | -9 | 0.4 | -8 | 3 | 2.1 | 93 | -13 | 6
O=C(Cn1ncc(Cl)c(Cl)c1=O)c1ccc2c(c1)OCCO2 | -9 | 0 | -2 | -0.2 | 16 | -18 | -2.5 | 85 | -1 | -16
COc1ccc(N2CCN(CC(O)COc3cc(C)cc(C)c3)CC2)cc1 (stereo not drawn) | -13 | -4 | 3 | 0.1 | 2 | -2 | 1.5 | 98 | 9 | x
COc1ccccc1CC(=O)NC1CCN(Cc2ccccc2)CC1 | -19 | -10 | -2 | -0.1 | 12 | 6 | -1.0 | 99 | 11 | -14
O=S(=O)(N/N=C/c1ccc(N2CCOCC2)cc1)c1ccc(Br)cc1 | -2 | -6 | 1 | 0.0 | 9 | -3 | 0.4 | 99 | -7 | 35
CC(=O)N1CCN=C1SCc1ccc(C(F)(F)F)cc1 | -15 | 9 | 12 | -0.1 | -5 | -1 | -1.7 | 100 | 6 | -2
Cc1ccccc1C(=O)Oc1ccc(-c2csnn2)cc1 | -3 | -5 | -1 | 0.5 | 1 | 4 | 0.7 | 98 | 2 | -4
O=C(CN1CCN(CC(=O)Nc2ccccc2Cl)CC1)Nc1ccc2c(c1)OCCO2 | -1 | 1 | -1 | 0.1 | 13 | 12 | -0.5 | 84 | 4 | -3
CCc1ccc(C(=O)/C=C/c2ccc([N+](=O)[O-])o2)cc1 | -5 | 2 | 18 | -0.1 | 12 | -8 | 0.8 | 138 | 0 | 0
COc1ccc(C2=NS(=O)(=O)N(C)C(C(=O)N3CCOCC3)=C2)cc1 | 11 | -5 | -2 | 0.0 | -2 | 4 | -0.1 | 100 | x | 7
CC(=O)NCC1CCCN(C(=O)c2ccc(OC3CCN(Cc4ccccn4)CC3)cc2)C1 (stereo not drawn) | 0 | 6 | -3 | 0.1 | 2 | -2 | -2.7 | 98 | 12 | 0
CC(NC(=O)/C(C#N)=C/c1ccco1)c1ccccc1 (stereo not drawn) | -3 | 0 | 2 | 0.1 | 1 | -4 | -0.9 | 96 | -5 | -2
COCCCN(CC(=O)O)S(=O)(=O)c1ccccc1 | x | 1 | 3 | 0.5 | -6 | 0 | -0.9 | 102 | 1 | 9
O=C1CSC(=Nc2ccc(Cl)cc2)N1Cc1cccnc1 | -18 | -1 | -1 | -0.1 | 3 | 2 | -2.0 | 94 | -3 | -2
CCOc1cccc(Cc2c[nH]c(=O)[nH]c2=O)c1 | -6 | 0 | -1 | 0.0 | 4 | 0 | 0.5 | 95 | -1 | x
COc1ccc(CN2C(=O)NC(C)(c3ccc(C)cc3)C2=O)cc1F (stereo not drawn) | 3 | -2 | -2 | -0.1 | 5 | -2 | 0.1 | 95 | -6 | 3
COc1ccc(CCNC(=O)CSc2nc(O)c(CC(C)C)c(=O)[nH]2)cc1OC | x | 1 | 1 | -0.2 | 4 | 3 | -1.3 | 90 | -6 | 6
Cc1ccc(NC(=O)Cn2c(=O)cnc3ccccc32)cc1S(=O)(=O)N1CCCCC1 | -14 | -2 | -3 | 0.7 | 20 | -11 | 2.2 | 107 | 8 | -18
Cc1ccc(/C=C/C(=O)O)cc1S(=O)(=O)N1CCC(Cc2ccccc2)CC1 | -16 | 0 | 1 | 0.2 | 18 | 1 | -3.2 | 95 | 2 | -2
Cc1cc(OCc2cc(C(=O)N3CCN(CC4CC4)CC3)no2)cc(C)c1Cl | -2 | 2 | 1 | 0.4 | 10 | -5 | 3.7 | 96 | 7 | 4
CCc1nnc(NC(=O)CSc2nnc(-c3ccc(O)cc3)n2C)s1 | -18 | 5 | 5 | 0.0 | 3 | 32 | 4.1 | 98 | -8 | 1
COc1ccc(-n2c(SCC(=O)Nc3ccccc3OC)nc(O)c(Cc3ccccc3)c2=O)cc1 | -4 | 2 | 1 | -0.1 | 1 | 4 | -2.5 | 94 | 6 | -4

Look-ups from above:
COCCCN(CC(=O)O)S(=O)(=O)c1ccccc1 in m5-HT2A agonist = 1
O=S(=O)(N/N=C/c1ccc(N2CCOCC2)cc1)c1ccc(Br)cc1 in CaV13 ICDI inh = -2
COc1ccc(CN2C(=O)NC(C)(c3ccc(C)cc3)C2=O)cc1F (stereo not drawn) in m5-HT2A agonist = -2

Later entries.
SMILES | CaV13 ICDI inh | m5-HT2A agonist | Glyco luc inh | aDG glyco act | MC4R antagonist | H9c2 protect | MC4R ag barr | ABCB6 inh MLPCN | PDI turbidity | Vif imaging
COc1cccc(-c2ccc3c(c2)N(Cc2ccccc2OC)C(=O)C(C)S3)c1 (stereo not drawn) | -5 | -5 | -2 | 0.0 | 19 | -7 | 0.0 | 99 | 0 | -15
Cc1cc(/C=C2/NC(=O)N(c3ccccc3)C2=O)c(C)n1C(C)C | -7 | -1 | -3 | -0.2 | -3 | 6 | -0.7 | 104 | 8 | -3
COC(=O)CSC1=C(C#N)C(c2ccccc2)CC(=O)N1 (stereo not drawn) | -9 | 3 | -4 | -0.1 | 5 | 11 | -0.8 | 101 | 3 | x
Cc1ccc(CN2C(=O)c3ccccc3Sc3ccc(C(=O)NCCN4CCOCC4)cc32)cc1 | -5 | 0 | 14 | 0.4 | -2 | -4 | -0.7 | 102 | 6 | -1
CN(C)S(=O)(=O)c1cccc(NC(=O)COC(=O)c2cc(-c3cccc(Br)c3)nc3ccccc23)c1 | -5 | 3 | 2 | -0.1 | 15 | -3 | 0.2 | 90 | 4 | -7
CCOC(=O)Cn1nc(-c2ccccc2)nc1-c1ccccc1 | x | 13 | 0 | -0.2 | 5 | 5 | 0.6 | 98 | -4 | -8
Nc1c(N=Nc2ccccc2F)c(=O)[nH]n1-c1ccccc1 | -5 | 0 | 0 | -0.3 | 6 | 7 | 0.9 | 98 | -1 | -9
CCCC(=O)n1nc(-c2cccnc2)nc1N | -6 | 3 | 1 | -0.5 | -4 | 5 | 3.2 | 105 | 0 | 3
O=C(Nc1ccc(C(=O)N2CCCCC2)cc1)c1ccccc1Br | -5 | 0 | 0 | 0.1 | 2 | 8 | -1.7 | 105 | 3 | 7
O=C(Nc1ccncc1)C1CCN(S(=O)(=O)c2cccc(C(F)(F)F)c2)CC1 | -2 | -6 | 2 | 0.1 | 12 | -3 | -1.7 | 87 | 0 | -8
Cn1cc(C(C[N+](=O)[O-])c2ccccc2)c2ccccc21 (stereo not drawn) | -4 | 3 | 13 | 0.1 | 11 | 2 | 2.6 | 99 | 4 | -3
Fc1ccc(C2CC(c3ccco3)=Nc3ccccc3S2)cc1 (stereo not drawn) | -4 | 1 | -4 | 0.3 | 7 | 1 | -0.6 | 97 | 1 | 0
COC(=O)C1=C(NC(=O)COc2ccc(Cl)cc2Cl)CCS1 | -5 | -3 | -1 | 0.0 | -3 | -6 | 2.5 | 124 | -1 | 3
Cc1ccccc1OCCn1cc(/C(N)=N/O)c2ccccc21 | -10 | -3 | -2 | -0.1 | -16 | -7 | -0.8 | 94 | -4 | -3
O=C(CCN1CCOCC1)NNC(=O)c1ccc([N+](=O)[O-])cc1[N+](=O)[O-] | -7 | -2 | 4 | -0.1 | 2 | 3 | -2.0 | 98 | -4 | 19
COc1ccccc1C(=O)C1CCCN(C(=O)CCn2cnnn2)C1 (stereo not drawn) | -2 | 10 | 1 | -0.1 | -2 | 6 | 2.4 | 101 | -4 | x
